TAAR1 antagonist: human TAAR1 antagonism | Q96RJ0 | 360,000 compounds, 1.5% hits | CHO RD-HGA16 TAAR1, Fluo-8 calcium fluorescence, antagonist | inhibition, % at 3 µM;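 active = inhibition above a per-plate cutoff, the mean inhibition of test compounds on that plate plus 3 SD, cut at about 49% in these data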;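 also: 0% = DMSO plus EC80 beta-PEA response and 100% = DMSO alone without agonist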
Target sequence (Q96RJ0 whole entry, looked up): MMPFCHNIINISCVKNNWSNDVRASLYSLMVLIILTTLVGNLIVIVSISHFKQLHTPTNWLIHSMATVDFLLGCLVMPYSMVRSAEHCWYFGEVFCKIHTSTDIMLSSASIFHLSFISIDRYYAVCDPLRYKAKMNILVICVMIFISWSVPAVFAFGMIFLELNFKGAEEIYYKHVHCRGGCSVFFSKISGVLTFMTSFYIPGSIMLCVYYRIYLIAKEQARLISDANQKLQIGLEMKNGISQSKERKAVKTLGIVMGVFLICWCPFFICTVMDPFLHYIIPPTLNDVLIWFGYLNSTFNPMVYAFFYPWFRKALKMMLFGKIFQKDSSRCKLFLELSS
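Test system: CHO RD-HGA16 cells bearing hTAAR1 | Reagent: β-PEA, EC80 | Compound dosing: 3 µM, single point | Schedule: Dye loading 75 min at 37 °C, then 30 min room temperature | Signal: Calcium fluorescence with Fluo-8 | Evaluation: Percent inhibition of PEA-evoked calcium signal, max/basal emission ratio | Control set: DMSO-only wells and EC80 β-PEA-stimulated wells | Repeats: Singlicate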
CHO parental Ca: counter-screen for OX1R antagonists: effect in parental CHO cells; inhibition, % at 5.6 µM; 330,000 compounds, 0.63% hits; parental CHO-K1, ATP-induced calcium, Fluo-8 fluorescence;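 active = inhibition above that plate's mean sample inhibition plus 3 SD, cut at about 26% in these data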;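 also: 0% = ATP-challenged DMSO wells and 100% = DMSO wells without ATP; some compounds past the cut are filed as inactive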
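Assay system: parental CHO cells; Read-out basis: percent inhibition of ATP-evoked calcium rise, normalized to controls; Benchmarks: ATP and no-ATP DMSO wells; Compound dosing: single nominal dose of 5.6 µM per compound; Signal: Fluo-8 calcium dye fluorescence; Also added: ATP as calcium-mobilizing challenge; Repeats: singlicate.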
TAAR1 agonist: human TAAR1 agonism. Q96RJ0. CHO RD-HGA16 TAAR1, Fluo-8 calcium fluorescence; vehicle wells 0%, saturating PEA agonist 100%. activation, % at 3 µM. 360,000 compounds, 0.99% hits;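 active = activation above the mean activation of all test compounds in the run plus 3 SD, cut at about 38% in these data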
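Assay system – CHO-derived RD-HGA16 cells with stable Gα16 and human TAAR1 · Compound dosing – one-point dosing at 3 µM (nominal) · Incubation – 17-24 h seeding, 75 min 37 °C dye, 30 min RT · Measured by – kinetic Fluo-8 calcium fluorescence · Control set – DMSO vehicle as 0%, PEA at EC100 as 100% · Repeats – single well for each compound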
V1R ag counter: counter-screen for oxytocin receptor agonists: human V1a receptor agonists; P37288; CHO-V1R cells, Fluo-8 calcium fluorescence, agonist mode; 0% DMSO, 100% 3 nM vasopressin; activation, % at 3 µM; 320,000 compounds, 0.25% hits; AID 2797;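 active = activation above the mean activation of all tested compounds plus 3 SD, per screening run, cut at about 20% in these data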;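 also: signal is peak over basal fluorescence ratio across a 100 second FLIPR read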
Target sequence (P37288 whole entry, looked up): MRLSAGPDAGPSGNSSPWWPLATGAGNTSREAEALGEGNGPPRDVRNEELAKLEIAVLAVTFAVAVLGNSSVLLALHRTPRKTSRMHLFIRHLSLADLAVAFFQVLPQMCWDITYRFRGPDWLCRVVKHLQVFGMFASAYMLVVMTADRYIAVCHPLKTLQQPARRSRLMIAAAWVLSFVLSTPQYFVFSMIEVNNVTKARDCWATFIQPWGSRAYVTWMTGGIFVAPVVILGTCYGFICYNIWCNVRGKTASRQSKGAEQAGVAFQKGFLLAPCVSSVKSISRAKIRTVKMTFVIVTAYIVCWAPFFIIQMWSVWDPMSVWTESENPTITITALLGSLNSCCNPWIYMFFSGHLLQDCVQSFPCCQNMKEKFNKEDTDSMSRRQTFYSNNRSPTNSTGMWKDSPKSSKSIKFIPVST
CHRM1 PAM: human CHRM1 positive allosteric modulation; P11229; CHO-K1 hM1, Fluo-8 calcium fluorescence, ACh EC20; 0% = ACh EC20, 100% = maximal ACh; activation, % at 3 µM; 360,000 compounds, 0.088% hits; AID 588819; in the data active = activation above about 19%, passing the limit was not always enough
OXTR agonist: agonists of human oxytocin receptor | P30559 | CHO-OTR cells, Fluo-8 calcium fluorescence; normalized: DMSO 0%, oxytocin 100% | activation, % at 3 µM | 320,000 compounds, 0.32% hits;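 active = activation above the mean of all tested compounds plus 3 SD, cutoff set per screening run, cut at about 20% in these data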;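 also: peak over basal fluorescence ratio from a 100 s FLIPR kinetic read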
OXTR potentiator: human OXTR potentiation; P30559; CHO-OTR cells, Fluo-8 calcium fluorescence, potentiator mode; 0% = oxytocin EC15, 100% = EC100; 320,000 compounds, 0.061% hits; activation, % at 3 µM; AID 2445;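 active = activation above that plate's cutoff, the mean activation of tested compounds plus 3 SD, cut at about 6.6% in these data, passing the limit was not always enough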;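 also: 100% uses oxytocin at 75 nM as the full agonist control; some results filed as inactive read as strong as hits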
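Assay system: CHO cell line stably expressing human OTR. Reagent: EC15 oxytocin agonist. Dosing: single dose, 3.0 µM nominal final compound concentration. Timing: compound 6 min at room temperature before oxytocin, 100 s read. Signal: kinetic Fluo-8 calcium fluorescence. Controls: oxytocin EC15 low and EC100 high.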
CHRM1 agonist: human M1 muscarinic receptor agonism. CHO-K1 hM1, Fluo-8 calcium fluorescence, agonist mode; 0% DMSO, 100% acetylcholine EC100. P11229. activation, % at 3 µM. 360,000 compounds, 0.33% hits. AID 588814;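 active = activation above the run's mean compound activation plus 3 SD, cut at about 16% in these data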;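 also: peak over basal fluorescence ratio within a 140 s kinetic read after compound addition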
M1 antag: blocks human M1 muscarinic receptor; CHO-K1 hM1, Fluo-8 calcium fluorescence, ACh EC80 antagonist; inhibition, % at 3 µM; 360,000 compounds, 1.3% hits; AID 588852;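 active = percent inhibition above its own plate's cutoff, namely the mean of that plate's compound wells plus 3 SD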;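 also: peak over basal fluorescence ratio during 140 s after agonist addition; 0% = ACh EC80 plus DMSO and 100% = DMSO alone without agonist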
Active calls of the source: *; · = no result given.

SMILES | TAAR1 antagonist | CHO parental Ca | TAAR1 agonist | V1R ag counter | CHRM1 PAM | OXTR agonist | OXTR potentiator | CHRM1 agonist | M1 antag
CN(CCCNC(=O)c1ccc(N2CCCC2=O)cc1)c1ccccc1 | 17.5 | -0.9 | 11.8 | -0.1 | -6.4 | -0.4 | -21.2 | -2.5 | 14.1
O=C1CC(Sc2ncn[nH]2)C(=O)N1c1ccccc1 (stereo not given) | -0.7 | -4.7 | 4.9 | 1.6 | -1.0 | 0.6 | -0.9 | -2.3 | -6.6
CCOC(=O)c1ccc(Oc2c(C)oc3cc(OS(C)(=O)=O)ccc3c2=O)cc1 | -8.9 | -13.2 | 7.4 | 5.0 | 1.2 | 4.0 | -7.9 | -9.1 | -3.1
O=C(NCc1ccco1)c1ccc(F)c(S(=O)(=O)N2CCCCC2)c1 | 3.2 | 5.1 | 11.2 | 0.9 | 8.7 | -0.4 | -9.2 | -7.0 | -9.9
CCc1nnc(NC(=O)c2c(O)c3c([nH]c2=O)CCCC3)s1 | -1.2 | 3.5 | 14.8 | 0.1 | 5.6 | 0.6 | -1.3 | -1.4 | -0.5
CCOCCCNC(=O)N[C@@H](Cc1ccccc1)C(=O)OC | -0.9 | -5.7 | 6.3 | -0.9 | -7.3 | -0.5 | -6.5 | 1.5 | 0.1
Cc1cc(C)c(C(=O)/C=C/c2cccc3ccccc23)c(=O)[nH]1 | -1.8 | -23.6 | 1.3 | -0.8 | 10.2 | -2.0 | -4.0 | -5.3 | -6.8
CC1CC(NC(=O)c2cnc3n(c2=O)CCS3)CC(C)(C)C1 (stereo not given) | -4.2 | -1.6 | 0.6 | -0.7 | 5.2 | -2.0 | -3.7 | -3.8 | -10.5
COc1ccccc1C(=O)NCCC(=O)NC1=NCCS1 | 28.6 | -6.1 | 0.3 | 0.5 | 11.8 | 0.1 | -1.8 | -5.8 | -12.6
Nc1ncnc(Sc2ncccn2)c1[N+](=O)[O-] | 1.0 | · | 5.6 | · | 3.6 | · | · | -0.1 | -2.2
Cc1nn(C2CCCCC2)c(N)c1-c1ccccc1 | 0.2 | -26.0 | 9.4 | -0.2 | 1.3 | -1.6 | -2.3 | -2.5 | 0.2
O=[N+]([O-])c1cccc(CN2CCN(c3cccc4[nH]ccc34)CC2)c1 | -2.8 | -18.1 | 0.0 | 2.5 | 8.7 | 2.8 | -13.6 | -8.4 | -10.7
O=C(NCCCl)Nc1ccc(Cl)c([N+](=O)[O-])c1 | 20.4 | -9.7 | 18.5 | 0.5 | -2.7 | 1.5 | 1.3 | 0.6 | 5.7
O=S(=O)(NOCc1ccc(Cl)cc1)c1ccc(Cl)cc1 | 17.5 | -2.3 | 6.0 | -0.8 | -4.0 | -1.1 | -20.5 | -5.0 | 15.3
COC(=O)c1ccc(Cn2cnc3c(Cl)ncnc32)cc1 | -12.4 | · | 1.9 | · | 8.7 | · | · | 2.2 | -11.8
COc1cc(/C=N/NC(=O)CCn2nnc3ccccc32)ccc1O | 7.7 | -8.9 | 4.7 | 0.6 | 4.1 | 1.2 | -6.1 | -4.3 | -0.9
COc1ccccc1/C=N/OC(=O)c1ccc(C)cc1 | 18.3 | -7.8 | -3.5 | -0.4 | -1.8 | -2.2 | -19.8 | -3.0 | 10.2
CC(C)N1CCC(C)(C(=O)Nc2cc(-c3ccccc3)nn2C)C1 (stereo not given) | 9.0 | · | 0.3 | · | 9.2 | · | · | -3.6 | -19.1
COc1ccc(-n2nc(C(=O)NCC(=O)N3CCN(c4ccccc4F)CC3)c3ccccc3c2=O)cc1OC | 35.6 | -12.4 | 7.8 | 4.3 | 9.2 | -0.3 | -12.7 | -0.3 | -10.8
N/C(Cc1cccs1)=N\OC(=O)COc1ccccc1Cl | 10.4 | -11.5 | 22.8 | -0.8 | -10.0 | -2.4 | -2.4 | -5.4 | 15.8
O=c1c(C(c2ccccc2)c2c(O)nc3n(c2=O)CCS3)c(O)nc2n1CCS2 | 5.5 | -2.1 | 2.4 | 1.0 | -5.3 | 0.2 | 0.0 | 0.5 | 6.2
O=C(Nc1ccn(CCCN2CCN(c3ncccn3)CC2)c(=O)n1)OCc1ccccc1 | -16.2 | · | 2.4 | · | -19.4 | · | · | -12.3 | 22.0*
O=C(NCc1ccccc1)N1CCn2c(nc3ccccc32)C1 | -15.5 | -16.2 | 0.1 | -0.7 | -3.8 | -1.2 | -4.7 | -4.2 | 5.2
O=C(NCCc1ccc(Cl)cc1)c1cccnc1 | -9.2 | -8.2 | 16.7 | 0.1 | 4.7 | -0.6 | -14.9 | -2.4 | -6.0
Cc1cc(C)cc(N(CC(=O)N2CCC(C)CC2)S(C)(=O)=O)c1 | -11.9 | -10.0 | 4.8 | 2.4 | 0.1 | -1.1 | -13.1 | -5.6 | -13.6
(further entries)
SMILES | TAAR1 antagonist | CHO parental Ca | TAAR1 agonist | V1R ag counter | CHRM1 PAM | OXTR agonist | OXTR potentiator | CHRM1 agonist | M1 antag
Cc1cnc(C(=O)OCC(=O)Nc2ccc(C)c(S(=O)(=O)N3CCOCC3)c2)cn1 | -9.6 | -7.6 | 4.2 | 0.4 | 2.4 | 1.1 | 2.5 | -2.5 | -8.5
CCN(CC)C(=N)N1c2ccccc2CCC1C (stereo not given) | -1.1 | -1.4 | 3.6 | 0.9 | -0.5 | 1.6 | -5.5 | -8.4 | 8.2
CCCc1nnc(NC(=O)Cn2cnc3ccccc3c2=O)s1 | -1.9 | -3.6 | -2.6 | 0.6 | 4.4 | -0.3 | -1.2 | -1.8 | -1.0
O=C(CCN1C(=O)/C(=C/C=C/c2ccccc2)SC1=S)Nc1ccccn1 | -21.7 | -15.4 | 1.4 | 0.5 | 4.6 | -0.1 | -10.8 | -3.7 | -3.2
Cc1cc(C(=O)N2CCCC(N3CCN(c4cccc(C(F)(F)F)c4)CC3)C2)c(C)o1 (stereo not given) | -27.4 | -16.4 | -3.3 | -0.6 | 9.4 | -2.6 | -1.8 | -4.8 | -25.2
O=C(CCn1c(=S)oc2ccccc21)Nc1cc([N+](=O)[O-])ccc1F | 1.9 | -8.3 | 5.9 | -0.7 | 7.1 | -0.4 | 0.9 | -4.2 | -18.0
CC(=O)c1c(C)[nH]c(C(=O)OC(C)C(=O)NC2CCCCC2)c1C (stereo not given) | 4.0 | · | 2.3 | · | 1.9 | · | · | -0.3 | -7.2
CCN(CC)S(=O)(=O)c1ccc(NC(=O)c2cnc(C)cn2)cc1 | -3.4 | -6.8 | 0.4 | 0.2 | 8.7 | -0.2 | -8.5 | 0.3 | -4.0
COc1ccc(Cl)cc1NC(=O)CN(C)CC(=O)NC(C)c1ccccc1 (stereo not given) | -2.8 | -22.1 | 2.0 | 0.2 | 3.8 | -1.1 | -9.1 | -0.9 | 3.2
O=C(NCc1ccccc1Br)c1cccs1 | -20.0 | · | -0.8 | · | 3.6 | · | · | -5.8 | -14.9
O=C(Nc1ccc(N2C(=O)CCC2=O)cc1Cl)c1cccs1 | 11.9 | -18.0 | 1.2 | -0.7 | -1.9 | 0.8 | -1.4 | -5.8 | 2.1
CCN1C(=O)S/C(=C\c2ccc(N3CCOCC3)cc2C)C1=O | 0.8 | -15.2 | 6.4 | 0.6 | 6.7 | -1.5 | -2.5 | -0.4 | -5.7
O=c1[nH]c(/C=C/c2ccccc2Cl)c([N+](=O)[O-])c(=O)[nH]1 | -13.2 | · | 1.5 | · | 4.5 | · | · | -2.0 | -12.9
O=C(c1cccs1)N1CCN(c2nc3c(F)cc(F)cc3s2)CC1 | 31.2 | 19.9 | 7.4 | 8.8 | -4.2 | 6.0 | -11.9 | -0.7 | 7.5
O=c1cc(CCc2ccccc2)[nH]c(=O)[nH]1 | -2.9 | · | 0.7 | · | 4.8 | · | · | -5.6 | -9.8
Cc1nn(C)c(Oc2cccc(C(F)(F)F)c2)c1C=O | -9.2 | -17.6 | -0.6 | -1.2 | 7.2 | -0.7 | -1.0 | -7.5 | 2.5
COc1ccc(NC(=O)c2cc(S(=O)(=O)N(Cc3ccccc3)c3ccccc3)ccc2Cl)cn1 | 28.4 | -5.0 | 1.1 | 2.6 | -9.2 | 0.4 | -10.9 | -5.8 | 19.2
CCN(CC)CCNC(=O)Cn1cnc2sc(C)c(S(=O)(=O)N3CCN(c4ccccc4OC)CC3)c2c1=O | -30.8 | -10.4 | 1.2 | 0.3 | 1.4 | -0.3 | -7.0 | -9.1 | -0.7
O=C(CCNS(=O)(=O)c1ccc(Br)s1)N1CCCCC1 | -17.4 | 2.7 | 9.0 | -0.2 | 0.7 | 0.3 | -14.7 | -4.7 | -6.1
CC(c1ccccc1)C1C(C#N)=C(N)SC(N)=C1C#N (stereo not given) | 5.0 | -6.1 | 13.6 | 2.4 | 6.1 | 1.9 | -15.0 | 2.5 | -35.7
COc1cccc(OCC(O)CN2CCN(c3ncccn3)CC2)c1 (stereo not given) | 3.5 | -6.0 | 2.2 | 1.8 | 6.7 | 0.0 | 0.5 | -10.1 | -9.4
CC1CN(C)C(C)c2c1oc1ccc([N+](=O)[O-])cc21 (stereo not given) | -1.4 | -3.2 | 3.6 | -0.5 | 5.6 | -0.5 | -1.8 | -5.0 | -4.4
CC(C)C(C)NC(=O)COc1ncnc2sccc12 (stereo not given) | 2.0 | -8.4 | 1.7 | 1.4 | 14.8 | 0.6 | -9.4 | -2.1 | -13.2
CCOC(Cn1c(SCC(=O)Nc2cc(C)on2)nc2ccccc2c1=O)OCC | -2.9 | -31.6 | 1.1 | -1.1 | -5.6 | -0.8 | -4.2 | -2.4 | 7.7
COc1ccc(OC)c(CNC(=O)CCc2nc(-c3cccs3)no2)c1 | -8.3 | -7.2 | -0.7 | -0.4 | 2.2 | -1.3 | -6.9 | -3.2 | -0.9
O=C(N/N=C\c1cc([N+](=O)[O-])ccc1N1CCCC1)c1ccccn1 | 7.9 | -10.3 | -1.7 | -0.8 | -2.0 | -0.8 | -3.5 | -6.7 | -0.3
Cc1cc(C)cc(SCc2noc(C(=O)NCCCN3CCOCC3)c2C(=O)NCCCN2CCOCC2)c1 | 2.5 | -16.4 | 1.7 | -0.7 | -2.1 | -0.3 | -17.1 | -10.3 | 6.4
O=[N+]([O-])c1ccccc1CN1CCN(c2ncccn2)CC1 | -2.8 | -4.3 | 1.0 | -1.0 | 5.2 | -1.8 | -5.5 | -3.2 | -11.3

High-throughput results from PubChem BioAssay.
